TRHR agonist – agonists of human TRH receptor | 0.18% of 360,000 active | TRHR cells, calcium flux fluo-8, FDSS agonist mode | P34981 | activation, % at 2 µM; in the data active means activation above about 30%; further: 0% is about no effect
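TRHR-expressing cells, plated overnight in medium with 10% serum, were loaded with fluo-8 calcium dye at room temperature. After a 10 s baseline, library compound was pin-added and calcium release was recorded kinetically (ex 480/em 530) as agonist response.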
D2 PAM – positive allosteric modulators of human D2 dopamine receptor; 0.34% of 340,000 active; potentiation, % at 10 µM; P14416; HEK293 T-REx D2, calcium flux, EC20 dopamine potentiation; AID 485347;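 active means potentiation over 3 SD above the plate norm, cut at about 30% in these data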; further: 0% is about no effect
Target sequence (P14416 whole entry, looked up): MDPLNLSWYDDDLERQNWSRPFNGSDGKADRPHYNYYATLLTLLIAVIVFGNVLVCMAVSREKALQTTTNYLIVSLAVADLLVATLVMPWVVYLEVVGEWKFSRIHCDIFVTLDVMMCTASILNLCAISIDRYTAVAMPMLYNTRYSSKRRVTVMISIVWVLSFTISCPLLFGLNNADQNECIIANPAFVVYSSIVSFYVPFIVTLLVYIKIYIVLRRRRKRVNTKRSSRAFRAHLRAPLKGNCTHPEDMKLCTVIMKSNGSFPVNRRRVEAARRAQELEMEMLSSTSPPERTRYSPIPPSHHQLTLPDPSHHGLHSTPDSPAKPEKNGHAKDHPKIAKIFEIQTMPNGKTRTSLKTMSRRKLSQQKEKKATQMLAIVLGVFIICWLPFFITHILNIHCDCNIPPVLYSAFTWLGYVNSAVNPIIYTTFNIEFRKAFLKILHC
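Calcium flux readout, no-wash dye, 1 read/s. Inducible HEK293 Trex D2 line, overnight 30 C. Compound alone 180 s (agonist flags), then EC20 dopamine, another 180 s to score potentiation.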
RXFP1 antagonist – antagonists of human relaxin receptor RXFP1. HEK293-RXFP1, relaxin-stimulated cAMP HTRF, 30 min; hits give low values. AID 1259400. activity change, negative = inhibition, % at 57.5 µM. 0.59% of 350,000 active. Q9HBX9;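 active means activity change of -60% or lower, but not beyond a set lower limit; inconclusive means change between -60% and -40%, or beyond the set limit; inactive means change above -40%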; further: on the % scale 0 is the no-effect control and ±100 the full control effect
TRHR enhancer – allosteric enhancers of human TRH receptor; P34981; TRHR cells, fluo-8 calcium fluorescence, EC20 TRH enhancement; enhancement, % at 2 µM; 0.66% of 360,000 active; AID 493056; in the data active means enhancement above about 30%; further: 0% is about no effect
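Enhancer read-out: after compound pinning and an initial kinetic agonist-mode read, an EC20 of TRH (10 nM final) was injected and fluo-8 calcium signal (Ex 480/Em 530) followed at 1 s/cycle for 100 cycles in TRHR-expressing cells.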
D1 agonist – agonists of human D1 dopamine receptor | P21728 | HEK293 T-REx D1 cells, calcium flux, agonist mode | activation, % at 2 µM | 1% of 360,000 active | AID 504660; in the data active means activation above about 30%; further: 0% is about no effect
Target sequence (P21728 whole entry, looked up): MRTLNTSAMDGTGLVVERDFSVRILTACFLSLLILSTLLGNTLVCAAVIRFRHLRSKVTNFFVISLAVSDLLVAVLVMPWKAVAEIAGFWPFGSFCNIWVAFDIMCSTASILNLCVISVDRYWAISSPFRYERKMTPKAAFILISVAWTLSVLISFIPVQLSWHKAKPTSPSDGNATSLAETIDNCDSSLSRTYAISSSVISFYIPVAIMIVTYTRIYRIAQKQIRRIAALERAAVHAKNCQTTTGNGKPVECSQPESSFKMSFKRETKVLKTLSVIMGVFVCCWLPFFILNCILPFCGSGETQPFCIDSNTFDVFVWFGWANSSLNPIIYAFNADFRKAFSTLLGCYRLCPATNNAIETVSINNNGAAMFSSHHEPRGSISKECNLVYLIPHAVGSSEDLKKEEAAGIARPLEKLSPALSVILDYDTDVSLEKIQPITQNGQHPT
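Inducible HEK293 T-REx D1 cells, force-coupled to calcium signalling, were plated at 4000 cells/well with tetracycline and held overnight at 30 C. After no-wash calcium dye loading, compound-evoked calcium rise over 180 s flagged agonists.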
Anesthetic bind – candidate novel general anesthetic via apoferritin binding; apoferritin/1-aminoanthracene competitive binding, fluorescence; Potency, µM (highest dose often 77.5 µM), for the others: top-dose activity change, negative = displacement, usual class: inhibitors; 0.074% of 350,000 active; AID 485281; further: potency means the concentration at half of the fitted maximal effect; on the % scale 0 is the no-effect control and ±100 the full control effect; nearly all actives have a fitted effect of over 20% in size
Target sequence (P02791 2-175 limits assumed): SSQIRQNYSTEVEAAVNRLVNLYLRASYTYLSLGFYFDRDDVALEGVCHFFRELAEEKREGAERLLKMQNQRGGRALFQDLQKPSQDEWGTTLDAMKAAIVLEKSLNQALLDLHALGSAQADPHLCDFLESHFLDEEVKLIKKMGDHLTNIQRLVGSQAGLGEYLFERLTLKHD
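Read-out: endpoint 1-AMA fluorescence, excitation 380 nm and emission 535 nm, after compounds sit 10 min at room temperature with 10 uM horse-spleen apoferritin in 50% saturated 1-AMA/PBS. Values come from four-parameter Hill fits.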
RXFP1 agonist – agonists of human relaxin receptor RXFP1; Q9HBX9; HEK293T-RXFP1 cAMP TR-FRET, 30 min; response scale: percent of porcine relaxin response, buffer zero; Potency, µM (top dose mostly 57.5 µM), for the others: at the top dose activation, most hits filed as activators; 0.3% of 370,000 active; AID 2676; further: potency means the concentration at half of the fitted maximal effect; on the % scale 0 is the no-effect control and ±100 the full control effect; nearly all actives have a fitted effect of over 60% in size; many of its hits are not listed in these tables
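HEK293 cells stably expressing RXFP1, treated 30 min at 37C with compounds plus PDE4 inhibitor Ro 20174; cAMP measured by HTRF TR-FRET. Normalized to buffer and 29 nM porcine relaxin; EC50 by Hill fit.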
D1 antagonist – antagonists of human D1 dopamine receptor. P21728. activity change, negative = inhibition, % at 10 µM. AID 504652. 3.2% of 360,000 active. HEK293 TREx D1 cells, calcium flux, dopamine EC80; hits give low values; in the data active means activity change below about -30%; further: on the % scale 0 is the no-effect control and ±100 the full control effect
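Using tetracycline-induced force-coupled D1 Hek293 cells and a calcium dye, signals were followed for 180 s after compound, then for 180 s after EC80 dopamine, to detect inhibitors.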
D1 PAM – potentiators of human D1 dopamine receptor; HEK293 TREx D1 cells, calcium flux, dopamine EC20 potentiation; P21728; potentiation, % at 10 µM; AID 504651; 0.036% of 360,000 active; in the data active means potentiation above about 30%; further: 0% is about no effect
Starred values were filed as active, the others as inactive; ? = inconclusive; . = no result given; & = joins results of further samples; [ ] = remark or other dose. Unless noted, the call rests on the fitted dose curve; in most records, active means well fitted curve in the direction sought with a large enough effect; inconclusive means small, poorly fitted or top-dose-only effect, or another doubt; inactive means no such curve, though single readings can be large; an effect the other way counts as inactive or inconclusive. The list is partial; count on the stated rates, not on these rows.

Structure,TRHR agonist,D2 PAM,RXFP1 antagonist,TRHR enhancer,D1 agonist,Anesthetic bind,RXFP1 agonist,D1 antagonist,D1 PAM
N#CCc1nc(-c2cc3ccccc3oc2=O)cs1,0.3,5.3,3.0,3.7,2.9,-13.5%,1.1%,-1.8,-2.1
CN(C(=O)CSc1nc2ccc(Br)cc2c(=O)n1Cc1ccco1)C1CCS(=O)(=O)C1 (stereo not drawn),0.6,-4.4,-9.2,-2.7,-1.3,-6.5%,0.4%,-9.7,-3.7
COc1ccc(-n2c(SCc3ccccc3F)nc3c([nH]c4ccccc43)c2=O)cc1,0.6,-5.7,.,2.5,0.0,-7.8%,3.9%,-6.1,-1.3
COc1ccccc1C(=O)NCCC(=O)N1CCN(c2ccc(C(F)(F)F)cn2)CC1,0.3,2.0,2.1,-14.0,4.2,.,-1.1%,-12.1,1.3
COc1ccc(NS(=O)(=O)c2cccc(NC(=O)C3=NN(c4ccccc4)C(=O)CC3)c2)cc1,1.0,-10.0,-12.0,-2.2,5.7,-9.5%,-1.1%,-2.4,-2.0
COc1ccc(OC)c(S(=O)(=O)n2nc(C)cc2C)c1,0.2,9.0,0.3,2.0,0.5,-7.1%,-1.6%,-4.9,1.0
COC(=O)c1ccc(OC)c(CN2CCCN(Cc3cc(C)ccc3C)S2(=O)=O)c1,1.0,-4.3,-12.6,-4.5,5.7,52.3%[activator],-1.2%,-5.9,-4.5
Fc1ccc(Oc2nc(-c3ccccn3)nc3ccccc23)cc1,-0.7,-18.4,-14.0,2.3,0.7,9.1%,3.3%,15.8,0.8
Cc1[nH]nc(SCC(=O)NCc2ccccc2)c1[N+](=O)[O-],0.2,12.9,-6.9,14.5,3.6,-5.1%,8.2%,-15.9,-6.8
CCCCCN(C(=O)CCC(=O)OCC(=O)c1ccc(CCC)cc1)c1c(N)n(CCCC)c(=O)[nH]c1=O,-0.5,12.8,-16.0,1.8,-0.7,.,0.2%,2.6,-0.6
O=C(Nc1ccc2c(c1)OCCO2)N1CCN(c2ccccc2)CC1,-0.1,6.4,-2.3,2.2,5.5,-14.3%,-0.9%,-45.6*,-8.7
Cn1nc(C(=O)N2CCN(c3ccccc3)CC2)c2c1-c1ccccc1SC2,-0.1,-6.5,0.9,-19.6,4.6,77.8%[activator],0.0%,6.4,1.8
Cc1ccc(C)c(NC(=O)N2CCCCCC2)c1,-0.1,-3.3,-1.6,-0.9,1.5,?,4.2%,-1.2,-3.4
O=C(CSc1nnc(CNC(=O)c2ccco2)o1)Nc1ccc(F)cc1,0.6,23.9,-4.0,-1.6,3.6,-3.4%,-0.2%,0.1,-2.1
Cc1ccc(C(=O)Nc2c(C)nc3ccccn3c2=O)cc1,0.2,-4.2,5.3,0.6,-0.7,9.4%,0.8%,-6.0,1.0
CC(=O)OCC[C@H](NS(=O)(=O)OCC(Cl)(Cl)Cl)c1ccccc1,0.3,8.6,.,3.4,1.9,-20.6%,-0.9%,-17.8,-0.8

Limited to RXFP1 agonist, for some of the entries so far:
Molecule | RXFP1 agonist
Cn1nc(C(=O)N2CCN(c3ccccc3)CC2)c2c1-c1ccccc1SC2 | 0.0%
Cc1ccc(C)c(NC(=O)N2CCCCCC2)c1 | 4.2%

Next section:
Structure,TRHR agonist,D2 PAM,RXFP1 antagonist,TRHR enhancer,D1 agonist,Anesthetic bind,RXFP1 agonist,D1 antagonist,D1 PAM
COc1ccc(CSc2nnc(C)s2)cc1F,-0.3,4.2,10.0,2.9,3.4,-13.9%,1.9%,-8.6,-2.1
Clc1cccc(N/N=C/c2ccc(N3CCOCC3)cc2)c1,0.3,2.5,0.1,-1.2,1.5,-11.5%,-0.1%,-6.3,-3.3
Cc1cccc(-c2nc3c4c(-c5ccccc5)c(-c5ccccc5)oc4ncn3n2)c1,0.7,-16.8,.,0.3,0.5,42.0%[activator],-46.1%[inhibitor],3.7,1.0
O=C(c1cc2cc(Cl)cc(Cl)c2oc1=O)N1CCOCC1,-0.1,10.9,.,6.3,2.6,-4.1%,1.4%,11.7,-0.1
CCNc1nc(-c2cc(C)n(Cc3ccco3)c2C)cs1,2.3,0.6,1.4,-1.4,1.2,-2.0%,-1.2%,-17.3,3.5
Cc1ccc(NC(=O)c2oc3ccc4c(c3c2C)C(=O)CC(C)(C)O4)c(C)c1,0.2,1.7,.,-0.5,5.1,7.3%,3.9%,0.6,4.5
COc1ccc(-n2nnnc2SCC(=O)Nc2cccc(NC(C)=O)c2)cc1OC,-0.2,11.6,8.3,7.1,1.0,-9.6%,2.3%,13.8,1.4
O=C(NCCS(=O)(=O)N1CCN(c2ccc(F)cc2)CC1)c1cc(=O)c2ccccc2o1,-0.2,8.5,-3.4,2.7,-1.7,-7.6%,2.4%,0.9,-0.3
CCCC(=O)Nc1ccc(NC(=O)c2ccco2)c(OC)c1,0.5,5.7,-5.1,0.0,-0.7,-2.7%,1.7%,-0.4,2.2
CCCC(=O)NC(c1ccc(Cl)cc1Cl)c1ccc2cccnc2c1O (stereo not drawn),0.1,-4.4,-61.6*,-0.2,5.3,-19.4%,1.8%,18.9,-3.0
N/C(=N\OC(=O)c1cccc(Br)c1)c1ccc([N+](=O)[O-])cc1,-0.4,-7.2,11.2,-6.6,0.1,-8.8%,-1.6%,7.1,-3.4
COc1ccc(C(=O)CCN2CCc3cc(OC)c(OC)cc3C2)cc1,1.9,-18.0,-30.6,-2.3,0.5,3.0%,1.3%,1.3,-4.8
COc1ccc(N=c2cc(-c3ccc(OC)cc3)oc3ccccc23)cc1,0.4,-4.4,-9.8,1.2,2.0,4.9%,-1.0%,-12.4,-5.0
O=C(COc1ccc([N+](=O)[O-])cc1)NNC(=O)Nc1ccccc1F,0.0,19.4,1.0,3.0,0.8,-12.0%,5.3%,9.0,2.5
CCCCN(C(=O)C1CCC1)c1c(N)n(CC(C)C)c(=O)[nH]c1=O,0.1,4.3,2.0,0.4,3.2,.,1.5%,-0.7,-4.9
Cc1nc2cc(-c3ccccc3)nn2c(C)c1CCC(=O)NCc1cccc(Cl)c1,0.5,3.7,.,16.4,2.6,-11.4%,-0.8%,-28.2,-5.1
COc1ccc(C(=O)NCc2cccnc2)cc1S(=O)(=O)N1CCOCC1,0.5,-2.6,2.0,2.8,4.5,-2.5%,-0.2%,-1.3,-2.8
COc1ccc(NC(=O)CN(C)C(=O)c2ccccc2CCc2ccccc2)cc1,-0.6,-2.3,-16.1,-3.1,6.3,.,-0.5%,-5.4,-2.2
Cc1ccc(Nc2nc(N)nc(CN3CCc4ccccc4C3)n2)cc1,-0.4,-17.4,1.7,1.7,1.0,-1.9%,-2.1%,-36.7*,-7.5
COc1ccc(Cl)cc1-c1n[nH]c(=S)n1Cc1ccccc1,-0.5,-3.6,-4.1,-5.5,0.7,-17.2%,14.5%,0.7,-12.4
COc1ccc(-c2c(C#Cc3ccsc3)c3ccccc3n2C)cc1,0.4,6.2,.,2.6,0.6,-12.3%,-0.2%,-10.8,2.6
CC12CCC(=O)N1C(C(=O)N1CCN(S(=O)(=O)c3ccccc3F)CC1)CS2 (stereo not drawn),0.4,7.3,14.9,-2.3,0.8,.,-0.1%,-4.9,-3.2
COc1ccc(OC)c(NC(=O)c2cnc(N3CCCCC3)c3ccccc23)c1,-0.3,8.1,-27.3,-2.0,1.1,84.3%[activator],4.8%,9.6,-3.2
O=C(NCCc1csc(-c2ccc(C(F)(F)F)cc2)n1)C(=O)Nc1cc(F)ccc1F,0.5,-4.7,-5.9,0.7,1.4,-1.9%,4.3%,-25.5,-1.4
COc1cc(O)c(C(CCN2CCCC2)c2ccc(N(C)C)cc2)c(OC)c1 (stereo not drawn),0.5,-17.0,.,-2.1,4.6,-17.5%&0.1%,-1.8%,-2.0,-4.8
CN(CC(=O)N1CCN(c2cccc(Cl)c2)CC1)S(=O)(=O)c1cnc[nH]1,0.7,-9.9,-2.3,-5.2,1.3,-8.8%,0.8%,3.2,-14.1
Cc1cc(C)cc(NC(=O)C2CCC(CNC(=O)[C@@H]3Cc4ccccc4CN3)CC2)c1 (stereo partly drawn),0.8,-2.8,7.0,4.8,3.1,-7.9%,-0.6%,-1.6,-1.3
Cc1ccc(-n2c(=O)c3c(C)c(C)sc3n(Cc3ccc(F)cc3Cl)c2=O)cc1C,0.2,5.8,2.0,2.4,1.2,0.7%,-0.2%,10.5,1.6
O/N=C\c1cccn1-c1ccc(Br)cc1,-0.4,12.6,-1.2,4.2,-1.7,?,0.1%,6.4,-3.6
O=C1CC(c2ccccc2F)C2=C(COC2=O)N1 (stereo not drawn),-0.1,14.2,-0.7,-0.9,3.7,4.2%,-1.5%,0.2,-2.0
Cc1noc(C)c1CSc1nc2cc(S(=O)(=O)N3CCOCC3)ccc2o1,0.0,-14.5,-9.8,-2.2,6.7,-4.8%,1.7%,-1.5,6.5
CCOC(=O)c1sc(NC(=O)CC)c(C#N)c1C,-0.1,3.9,-10.4,2.7,1.3,-0.5%,?,8.0,-5.0
CC(C)COC(=O)Cn1cnc2ccc(Br)cc2c1=O,-0.5,8.4,3.5,-0.4,2.3,?,0.3%,-3.1,3.9
Cc1[nH]c2ccccc2c1C(=O)CN1CCN(C/C=C/c2ccccc2)CC1,0.8,-30.3,2.0,8.7,21.6,-21.0%,-0.5%,-21.0,-9.5
COc1ccc(S(=O)(=O)N2CCC(C(=O)NCCC(=O)Nc3cccc(OC)c3)CC2)cc1,-0.2,-6.7,1.8,-2.3,-0.8,-3.1%,-2.4%,-5.9,5.2
Cc1cc(C)n(CC(=O)NNC(=O)CCCOc2ccc(Cl)c(C)c2)n1,0.0,9.9,-9.6,-0.2,7.4,-7.1%,-2.9%,12.0,0.5
O=C(OCC(=O)N(C1CCCCC1)C1CCCCC1)c1ccc(O)cc1,1.0,1.1,-14.6,-0.1,1.2,5.9%,-2.4%,0.4,0.3
Cc1ccc(Cl)cc1NC(=O)Cn1c(=O)oc2cc(S(=O)(=O)N3CCCCCC3)ccc21,-0.5,7.5,-9.7,4.4,2.8,3.8%,1.1%,-5.4,-1.9
Cc1ccc2c(c1C)NC(=O)CC2c1ccc(Cl)cc1Cl (stereo not drawn),4.7,1.2,.,6.6,2.7,-5.9%,2.2%,28.5,-0.1
